# Assay outcomes (PubChem)
# EP2 mod – modulates human prostaglandin E2 receptor EP2 signaling. P43116. EP2-expressing cells, cAMP HTRF FRET, PGE2 co-stimulation. induction, % at 25 µM. 260,000 tested, 0.83% active. AID 940;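 active means compounds whose cAMP rise, as percent of the full-agonist control response, exceeds 60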;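 further: rat C6 glioma line stably carrying human EP2 under a CMV promoter; the protocol text gives 20 µM as final concentration; 100% = response of wells given 1 µM PGE2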
# Target sequence (P43116 whole entry, looked up): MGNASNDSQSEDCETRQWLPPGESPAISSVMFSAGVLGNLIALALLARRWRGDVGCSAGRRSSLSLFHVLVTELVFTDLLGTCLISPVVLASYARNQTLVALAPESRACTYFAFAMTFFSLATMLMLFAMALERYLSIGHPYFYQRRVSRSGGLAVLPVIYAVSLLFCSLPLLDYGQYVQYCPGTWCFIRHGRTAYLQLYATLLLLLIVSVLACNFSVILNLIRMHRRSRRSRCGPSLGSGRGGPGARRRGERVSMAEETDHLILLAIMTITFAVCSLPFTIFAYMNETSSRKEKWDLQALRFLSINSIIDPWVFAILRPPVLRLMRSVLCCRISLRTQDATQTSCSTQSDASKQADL
# TRPN1 ag – zebrafish TRPN1 (NompC) channel agonism; HEK293 zebrafish TRPN1-YFP, Fluo-8 calcium fluorescence; 100% = response to 87 µM carbachol; activation, % at 3 µM; 220,000 tested, 0.18% active;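 active means activation above its plate's cutoff, the mean activation of test wells on that plate plus 3 SD, cut at about 19% in these data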;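 further: 0% = DMSO alone and 100% = 87 µM carbachol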
#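 Control set: carbachol 87 µM as high control, DMSO as low control; system: HEK293 stable line with zebrafish TRPN1-YFP; read-out: % activation versus carbachol response; detection: intracellular calcium fluorescence with Fluo-8; doses: single test compound dose, 3 µM nominal, 0.3% DMSO; schedule: dye 1 h 37 °C plus 30 min RT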
# CHOP inhibitor – CHOP inhibition in unfolded protein response; CHO-K1 CHOP-promoter luciferase, tunicamycin-induced, 15-18 h; AID 2732; 220,000 tested, 3.8% active; inhibition, % at 10 µM;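 active means compounds that reduced the stress-induced luciferase reporter signal by more than about 70% of percent inhibition, limit read from the data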;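 further: 0% = tunicamycin plus vehicle and 100% = wells without tunicamycin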
# NPY1 pot ag – potentiators or agonists of human neuropeptide Y receptor Y1; AID 1304; 220,000 tested, 0.37% active; NPY-Y1 expressing cells, potentiator/agonist activation; activation, % at 3.6 µM; in the data active means activation above about 33%, passing the limit was not always enough;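 further: cells stimulated with NPY at EC10 then isoproterenol at EC100; 0% = low agonist plus stimulus and 100% = saturating agonist plus stimulus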
# Target sequence (P25929 whole entry, looked up): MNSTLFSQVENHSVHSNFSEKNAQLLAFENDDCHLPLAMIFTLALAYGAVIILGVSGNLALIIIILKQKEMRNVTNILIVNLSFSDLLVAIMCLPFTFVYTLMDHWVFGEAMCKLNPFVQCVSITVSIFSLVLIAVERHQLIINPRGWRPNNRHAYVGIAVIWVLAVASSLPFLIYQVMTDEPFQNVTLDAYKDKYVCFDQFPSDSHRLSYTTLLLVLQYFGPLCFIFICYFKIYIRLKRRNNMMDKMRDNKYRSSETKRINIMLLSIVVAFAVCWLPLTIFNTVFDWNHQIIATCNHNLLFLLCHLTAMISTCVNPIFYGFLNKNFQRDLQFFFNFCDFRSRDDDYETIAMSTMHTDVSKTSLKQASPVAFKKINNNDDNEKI
# NPY Y1 blocker – blocks the human neuropeptide Y Y1 receptor; P25929; 200,000 tested, 1% active; inhibition, % at 3.6 µM; HEK293-CNG Y1 cells, membrane potential fluorescence; NPY at EC95, then isoproterenol;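 active means inhibition above the campaign mean inhibition of all tested compounds plus 3 SD, cut at about 20% in these data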;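 further: 0% = DMSO wells given NPY plus isoproterenol and 100% = isoproterenol alone without NPY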
#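 Material: Y1- and CNG-channel-expressing HEK293 cells / Probe or stimulus: NPY 25 nM then isoproterenol 1 µM plus Ro 20-1724 25 µM / Doses: 3.6 µM single dose, DMSO 0.4% / Schedule: compound incubation 1 h at room temperature, readout 45 min post-stimulation / Signal: membrane potential fluorescence / Benchmarks: isoproterenol-only wells as full block versus NPY-plus-isoproterenol wells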
# PPC-1+TRAIL kill – compounds killing PPC-1 cancer cells with TRAIL present (potentiator screen, no TRAIL-free arm) | PPC-1 cells + TRAIL, ATPLite viability luminescence | cell killing (% activity), % at 4 µM | 220,000 tested, 0.41% active;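 active means cell killing above 50% in the first pass at 4 µM, then a duplicate retest at 5 µM averaging 50% or more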;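 further: plate controls were cells with TRAIL plus DMSO for no effect and medium-only wells lacking cells for full effect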
# 14-3-3 Bad inh – disrupts binding of bovine 14-3-3 zeta to phospho-Bad peptide; P63103; TR-FRET 14-3-3zeta/Dy647-pBad peptide displacement, 1 h; inhibition, % at 21.7 µM; 220,000 tested, 0.71% active; AID 781;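 active means inhibition above about 70%, limit read from the data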;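 further: 0% = full 14-3-3 plus peptide FRET controls and 100% = background without 14-3-3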
# Target sequence (P63103 whole entry, looked up): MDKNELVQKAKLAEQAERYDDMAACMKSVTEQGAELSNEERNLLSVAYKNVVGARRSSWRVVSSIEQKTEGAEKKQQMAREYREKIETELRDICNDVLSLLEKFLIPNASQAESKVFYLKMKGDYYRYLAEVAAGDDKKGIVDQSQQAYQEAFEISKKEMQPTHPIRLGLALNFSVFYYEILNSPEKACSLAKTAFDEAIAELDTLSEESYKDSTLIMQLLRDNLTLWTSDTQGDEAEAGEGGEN
# TRPML3 agonist – agonists of human TRPML3 channel | 220,000 tested, 0.29% active | Q8TDD5 | AID 1448 | activation, % at 3 µM | HEK293 TRPML3-YFP, Fluo-8 calcium fluorescence; 100% = the carbachol control signal;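 active means activation above its plate's cutoff, the mean activation of the plate's test wells plus 3 SD, cut at about 12% in these data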;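 further: 0% = DMSO only wells and 100% = carbachol wells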
#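 system = HEK293 cells stably carrying human TRPML3-YFP | doses = one concentration, 3 µM nominal, 0.3% DMSO | timing = dye loading 1 h 37 °C then 30 min ambient, 125 s read | detection = Fluo-8 calcium dye fluorescence, ex 470-495, em 515-575 nm | benchmarks = high control carbachol 87 µM, low control DMSO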
# PGE2 EP2 inh – blocks the human prostaglandin E2 receptor EP2; P43116; C6 glioma cells expressing human EP2, cAMP TR-FRET; cells stimulated with saturating PGE2; inhibition, % at 25 µM; 260,000 tested, 0.52% active;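 active means percent inhibition above 40 after rounding to a whole number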;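 further: rat C6 glioma host cells with rolipram phosphodiesterase inhibitor present; the protocol text gives 20 µM as final concentration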
# * marks the source's active call; other numbers are inactive results; nt = no result given; & = joins results of further samples; [ ] = another dose, or the depositor's remark. These rows are one share of the data, so the mix of outcomes need not match the whole.
SMILES,EP2 mod,TRPN1 ag,CHOP inhibitor,NPY1 pot ag,NPY Y1 blocker,PPC-1+TRAIL kill,14-3-3 Bad inh,TRPML3 agonist,PGE2 EP2 inh
N=c1c2c(-c3ccccc3)c(-c3ccccc3)oc2ncn1CCN1CCOCC1,8,-0.3,-8,-3,6,38,0,1.6,12
COc1ccc(S(=O)(=O)N2CCC(=O)N2)cc1,32,0.7,-21,-21,1,8,1,0.1,6
COc1ccc(CN(Cc2ccccn2)C(=O)CN2C(=O)C(C)Oc3ccccc32)cc1 (configuration not stated),16,0.4,16,-3,0,6,12,0.3,3
Cc1c(Cl)cccc1NC(=O)CSc1nc2c(c(=O)[nH]1)CCCC2,49,0.3,25,-2,-1,22,-3,0.6,6
O=C(c1cc([N+](=O)[O-])ccc1N1CCCC1)N1CCCC1,10,1.4,-7,-1,7,-21,34,0.1,8
CC(C)(C)NC(=O)COc1ccc(CNc2ccc3[nH]c(=O)[nH]c3c2)cc1,13,1.3,9,2,1,-14,-6,0.1,8
O=C(N/N=C/C(Cl)=C\c1ccccc1)c1cccs1,-31,-0.5,-12,9,nt,5,-2,0.1,7
COc1cccc(CC2(CO)CCCN(Cc3ccc4c(c3)OCCO4)C2)c1 (configuration not stated),-43,0.8,-7,-16,2,-27,1,0.6,3
Cc1ncoc1C(=O)NCc1ccccc1Cl,7,1.2,2,-19,2,-13,1,0.8,8
O=C(CSCc1cccc(CSCC(=O)Nc2ccc3ccccc3c2)n1)Nc1ccc2ccccc2c1,-29,0.6,21,-6,3,22,10,0.2,nt
Cc1ccc2occ(/C=C/C(=O)O)c(=O)c2c1,-26,-0.2,-26,-8,-2,1,6[fluorescence artefact?],1.4,11
COc1ccc(S(=O)(=O)N2CCCCCC2)cc1N(C)S(=O)(=O)c1ccc(Cl)cc1,5,0.0,26,-17,-3,18,-3,2.1,6
COc1ccc(-c2cc(C3CCN(c4ccc(C(C)=O)cc4[N+](=O)[O-])CC3)[nH]n2)cc1,-33,0.9,86*,44,-9,12,-12,0.4,9
Cn1c(=O)[nH]c(=O)c2c1nc1n2CC(COc2ccc3ccccc3c2)O1 (configuration not stated),-17,0.9,8,7,nt,4,2,0.5,9
Fc1ccc(-c2csc3[n+]2CCS3)cc1,29,-0.9,23,-1,10,7,-2,-0.6,9
Cc1ccc(S(=O)(=O)CCC(=O)OCc2ccc(S(=O)(=O)C(C)C)cc2)cc1,-2,4.3,0,-3,2,10,-8,2.4,7
O=c1c(-c2ccco2)[n+]([O-])c2ccccc2n1OCc1c(F)cccc1F,17,1.1,-12,7,nt,-10,4,0.9,11
Nc1nc(-c2ccc(Br)cc2)cc(C(F)(F)F)n1,-11,-0.6,14,5,-2,3,6,0.5,21
c1ccc(CN2CCN(c3ncnc4c3[nH]c3ccccc34)CC2)cc1,-54,9.5,87*,-36,4,17,nt,2.6,8
C/C(=N\NC(=S)Nc1c(C)cccc1C)c1ccc(O)cc1,-23,-0.9,26,10,nt,17,-3,0.2,13
O=C(Nc1nccs1)c1ccc(-c2ccc([N+](=O)[O-])cc2)o1,-31,-0.5,-27,-14,4,28,52,0.4,2
O=C(NCc1ccccc1)Nc1cccn(Cc2ccc(Cl)cc2)c1=O,14,6.0,22,15,-1,11,-2,1.4,0
O=C(Cc1ccccc1F)Nc1nc(-c2cccs2)cs1,-28,0.8,33,-4,0,17,-8[fluorescence artefact?],-0.9,5
CCOC(=O)c1sc(NC(=O)CN2CCCC2)c(C(=O)OCC)c1C,37,-1.6,22,-19,9,8,-2,0.3,nt
Cc1nnc(C)n1/N=C/c1ccc(C(=O)O)cc1,26,-0.9,34,-16,0,11,12[fluorescence artefact?],1.1,18
COc1cc(C(=O)CSc2nnc(-c3ccc(O)cc3)n2CC2CCCO2)ccc1NC(C)=O (configuration not stated),-6,1.8,9,-8,-3,-14,nt,0.6,29
O=C(Nc1cccc(-c2cc3ccccc3oc2=O)c1)c1ccc(Br)o1,-10,-0.8,6,-68,12,16,1,-0.3,-9
Cc1ccc2nc(-c3ccc(NC(=O)Cc4cccs4)cc3)[nH]c2c1,-1,0.0,79*,10,0,7,6,-0.2,9
CN(C)N1C(N)=C(C#N)C(c2cccnc2)C2=C1CCCC2=O (configuration not stated),7,1.6,19,1,4,-4,-17,0.8,11
CCn1nnc2c(=O)oc3ccccc3c21,-5,-0.8,-24,18,-5,-16,5,0.1,4
CC1C=CC(C)C(C(=O)O)C1C(=O)O (configuration not stated),23,0.8,2,-4,-1,2,-4,0.0,8
CCOC(=O)c1sc(N)c(C(=O)OCC)c1COC(=O)C1CC(=O)N(Cc2ccco2)C1 (configuration not stated),2,-0.9,-47,2,2,11,0,-0.3,14
CCCC1CCc2c(sc(N)c2C(N)=O)C1 (configuration not stated),6,-1.2,18,10,0,-11,-11,-0.4,17
c1ccc(CC2CCN(C(c3cccs3)c3nnnn3C3CCCC3)CC2)cc1 (configuration not stated),1,-1.1,10,4,-4,42,-2,0.3,8
COc1ccc(C(=O)NC2CCSC2=O)cc1 (configuration not stated),18,1.9,9,-14,-3,-6,-7,0.8,7
CCCCCCN1C2=NCCN2c2ccccc21,12,-0.4,-6,-13,7,-14,4,0.0,5

# Compound profiles (already shown). Order of values: EP2 mod	TRPN1 ag	CHOP inhibitor	NPY1 pot ag	NPY Y1 blocker	PPC-1+TRAIL kill	14-3-3 Bad inh	TRPML3 agonist	PGE2 EP2 inh
# Entry for `Cc1ccc2nc(-c3ccc(NC(=O)Cc4cccs4)cc3)[nH]c2c1` : -1	0.0	79*	10	0	7	6	-0.2	9
# Entry for `COc1cccc(CC2(CO)CCCN(Cc3ccc4c(c3)OCCO4)C2)c1` (configuration not stated) : -43	0.8	-7	-16	2	-27	1	0.6	3

# (next part)
SMILES,EP2 mod,TRPN1 ag,CHOP inhibitor,NPY1 pot ag,NPY Y1 blocker,PPC-1+TRAIL kill,14-3-3 Bad inh,TRPML3 agonist,PGE2 EP2 inh
CN1N=C(C(=O)N2CCc3c([nH]c4ccccc34)C2c2ccccc2Cl)CCC1=O (configuration not stated),-1,1.2,-18,3,1,-1,-8,0.5,4
Cc1n[nH]c(C)c1Cc1c(F)cccc1Cl,87*,0.2,8,-7,nt,3,3,0.5,-2
Cc1cc(C)c2nc(N3CCCC(C(=O)NCCN4CCOCC4)C3)sc2c1 (configuration not stated),-52,-1.5,19,15,-3,6,5[fluorescence artefact?],0.0,9
Cc1ccccc1NC(=S)N(CCN1CCCCC1)Cc1ccco1,8,-0.5,25,-2,2,13,0,0.7,3
C=CCNC(=O)COC(=O)COc1ccc(Cl)cc1,10,-0.5,10,-7,4,11,9,-0.3,5
COc1ccc(C(=O)NC(=S)Nc2cccc(Cl)c2N2CCOCC2)cc1[N+](=O)[O-],26,0.2,17,4,6,18,-3,0.9,7
CCOC(=O)N/N=C\c1ccc(OC(=O)c2ccc3c(c2)OCO3)cc1,-17,1.7,13,0,2,-14,-1,0.3,4
O=S(=O)(c1cc(F)cc(F)c1)N1CCN(c2ncccn2)CC1,-2,-0.3,19,-7,4,-20,-4,-0.7,9
CCOC(=O)CNC(=O)Nc1cccc(Cl)c1C,15,-0.3,25,-1,2,-6,-3,0.9,7
Cc1ccc(NNC(=O)Nc2ccc(Cl)cc2)nn1,9,2.4,0,6,nt,-4,10,0.1,12
CC(C)CN(C(=O)CN1CCN(c2ccccc2O)CC1)c1c(N)n(CC(C)C)c(=O)[nH]c1=O,23,-1.2,22,11,-1,24,-22,-0.1,3
CC(=O)c1cc2c(cc1NS(=O)(=O)c1ccc(C)cc1)OCO2,-3,-0.1,-15,9,-1,6,-1,1.1,7
O=C(CN1C2CCC1CC(NC(=O)Nc1ccccc1)C2)NCc1ccco1 (configuration not stated),-29&-77,0.7,-8,-9,6,34,-15[fluorescence artefact?],0.8,5&11
CC1(c2nnc(-c3ccncc3)o2)CC(c2ccc(F)cc2)=NO1 (configuration not stated),3,nt,3,nt,nt,16,2,nt,2
N#C/C(C(=O)N1CCOCC1)=c1/s/c(=C\c2ccccn2)c(=O)n1-c1ccccc1,-34,-1.1,-10,16,2,7,-5,1.0,6
O=C(NC1CC2CCCC(C1)N2Cc1cccs1)N1CCOCC1 (configuration not stated),-22,2.3,2,3,4,11,3,1.0,9
O=C(Nc1cccc2cccnc12)c1cccc(N2C(=O)CCC2=O)c1,-27,0.7,-4,-6,3,27,12,0.7,13
CN1CCc2nc(SCc3ccc(Cl)cc3)c(C#N)c(-c3cccs3)c2C1,nt,-4.1,nt,-16,10,nt,nt,-0.1,8
Cc1ccc(OCCCC(=O)NC(C)c2ccccc2)c(C)c1 (configuration not stated),-23,-3.8,-5,-33,0,0,-2,-0.8,2
CCc1nc2ccccc2c(C(=O)NCc2ccc(OC)cc2)c1C,-36,-0.1,-1,-1,9,19,-2,0.8,6
C/C(=N\NC(=O)c1ccccn1)C12CC3CC(CC(C3)C1)C2,-22,-1.0,-6,16,12,7,-5,0.8,15
CC(=O)C1=C(O)CC(C)(C)CC1=NCCc1nc2ccccc2[nH]1,-28,1.4,5,1,1,7,1,0.5,11
c1nc(COc2nsnc2N2CCOCC2)cs1,6&-3,1.4,-2,3,-3,18,3,0.8,16&8
CC(C)c1ccc(NC(=O)CCN2C(=O)c3ccc([N+](=O)[O-])cc3C2=O)cc1,18,1.1,69,-35,-1,1,-14,0.4,4
O=C(O)CSc1ccc(NC(=O)Nc2ccccc2F)cc1,-8,2.7,-4,-5,nt,2,-3,0.5,11
CCOC(=O)/C(C#N)=C1/SC(C)C(=O)N1c1ccc(Br)cc1 (configuration not stated),3,-0.7,-15,14,4,-3,9[fluorescence artefact?],-0.3,6
O=C(COc1ccc(Cl)cc1)Nc1ncccn1,5,-1.5,-26,16,-5,7,6,0.6,4
Cc1nc2ccccc2c(=O)n1NS(C)(=O)=O,3,1.2,3,8,-1,17,6,1.4,9
CC(=O)Nc1ccc(OCC(=O)c2ccc(C)cc2C)cc1,-6,-1.2,-4,-20,-1,16,2,0.5,3
CCCCc1c(C(=O)O)cc(OC)cc1C(=O)O,28,1.4,17,11,1,23,31[fluorescence artefact?],0.9,5
O=C(CN1C(=O)NC2(CCCCC2)C1=O)NCCC1=CCCCC1,-20,0.8,6,0,-2,13,10,0.5,5
O=C(C[n+]1cccc(NC(=O)c2ccccc2)c1)c1cccc([N+](=O)[O-])c1,-37,0.9,-9,22,3,13,-3,0.2,6
Cc1cc(C(F)(F)F)nn1CCCNC(=O)c1cnccn1,22,-0.2,9,-1,-2,-7,-10,1.4,3
